GalR3 antag: GalR3 antagonists in HEK293 cells, primary screen, cell-based, fluorescence readout; inhibition, % at 3 µM; HEK293 GalR3-CNG cAMP membrane potential fluorescence; galR3 body fused to GalR1 C-terminus; 0.44% of 360,000 active; Galanin receptor type 3 (Homo sapiens), O60755; AID 651719, 2012;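 active = inhibition above the screen-wide average plus 3 SD, cut at about 13% in these data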;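 note: forskolin and galanin both at EC90 stimulate the cells; cAMP rise reported by CNG channel membrane potential dye signal; 0% = forskolin plus galanin with DMSO and 100% = forskolin alone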
NALP1 inh: NALP1 inflammasome inhibitors in reconstituted yeast, colorimetric, S. cerevisiae, triplicate retest | inhibition, % at 10 µM | 0.61% of 280,000 active | S. cerevisiae NALP1/ASC/caspase-1 growth, X-gal OD620, 72 h; in the data active = inhibition mostly above about 24%, no sharp cut-off; inactive = mostly below about 32%; note: some compounds called inactive have numbers as strong as hits
MEKK3 PB1 HTS: modulators of MEKK3-MEK5 PB1 binding, primary screen, biochemical, wildtype MEKK3, multiplex bead flow cytometry, Alexa488-MEK5. bead-based flow cytometry, Alexa488-MEK5 binding to MEKK3; actives lie on both sides; 0 = blocked by unlabeled MEK5, 100 = vehicle. binding response (% of control), % at 10 µM. 1.4% of 290,000 active. AID 1529, 2009;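 active = binding response more than 3 SD above or below the average of its plate-row segment, actives on both sides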;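 note: Alexa488 bead fluorescence after subtracting the streptavidin-only scavenger bead signal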
V1aR counter: agonists of human V1a receptor, primary screen, counter-screen for OXTR agonist project, fluorescence, CHO-V1R cells; Fluo-8 calcium fluorescence, agonist mode; 0% DMSO, 100% 3 nM vasopressin; 0.25% of 320,000 active; activation, % at 3 µM; AID 2797, 2010;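 active = activation above the mean activation of all tested compounds plus 3 SD, per screening run, cut at about 20% in these data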;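 note: signal is peak over basal fluorescence ratio across a 100 second FLIPR read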
Target sequence (P37288 whole entry, looked up): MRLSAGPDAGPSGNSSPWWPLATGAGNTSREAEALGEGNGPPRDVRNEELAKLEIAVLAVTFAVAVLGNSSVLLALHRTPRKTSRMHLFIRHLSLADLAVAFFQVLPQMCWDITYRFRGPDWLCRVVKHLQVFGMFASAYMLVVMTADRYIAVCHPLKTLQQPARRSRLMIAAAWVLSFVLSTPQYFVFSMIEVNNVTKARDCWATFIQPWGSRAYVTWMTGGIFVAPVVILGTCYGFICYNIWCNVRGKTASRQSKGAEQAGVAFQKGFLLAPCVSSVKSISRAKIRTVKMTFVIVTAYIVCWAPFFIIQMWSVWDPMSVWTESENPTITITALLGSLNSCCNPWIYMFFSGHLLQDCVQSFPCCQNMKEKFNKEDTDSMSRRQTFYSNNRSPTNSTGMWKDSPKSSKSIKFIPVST
MEKK2mut PB1 HTS: MEK5 binding signal on mutant MEKK2 PB1, primary screen, biochemical, multiplex bead flow cytometry, Alexa488-MEK5 | 0.35% of 290,000 active | Alexa488-MEK5 binding to MEKK2 mutant | percent response, % at 10 µM; in the data active = percent response above about 24%, passing the limit was not always enough; note: inactives centre near 1; some results filed as inactive read as strong as hits; reference of the scale not given here
MEKK2wt PB1 HTS: modulators of MEK5 binding to wildtype MEKK2, primary screen, biochemical, multiplex bead flow cytometry, Alexa488-MEK5 | Mitogen-activated protein kinase kinase kinase 2 (Homo sapiens), Q9Y2U5 | 1.1% of 290,000 active | Alexa488-MEK5 binding to MEKK2 WT; actives lie on both sides | AID 1531, 2009 | binding response (% of control), % at 10 µM; in the data active = binding response below about 67% or above about 130%
OXTR agonist: human OXTR agonists, primary screen, fluorescence, CHO-OTR cells, Fluo-8 calcium. Oxytocin receptor (Homo sapiens), P30559. Fluo-8 calcium fluorescence; normalized: DMSO 0%, oxytocin 100%. activation, % at 3 µM. 0.32% of 320,000 active. AID 2435, 2010;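 active = activation above the mean of all tested compounds plus 3 SD, cutoff set per screening run, cut at about 20% in these data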;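 note: peak over basal fluorescence ratio from a 100 s FLIPR kinetic read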
PHOSPHO1 inh: PubChem AID 1565. recombinant PHOSPHO1, absorbance phosphatase assay. inhibition, % at 13.3 µM. 1.1% of 290,000 active; in the data active = inhibition above about 60%
Target sequence (Q8TCT1 whole entry, looked up): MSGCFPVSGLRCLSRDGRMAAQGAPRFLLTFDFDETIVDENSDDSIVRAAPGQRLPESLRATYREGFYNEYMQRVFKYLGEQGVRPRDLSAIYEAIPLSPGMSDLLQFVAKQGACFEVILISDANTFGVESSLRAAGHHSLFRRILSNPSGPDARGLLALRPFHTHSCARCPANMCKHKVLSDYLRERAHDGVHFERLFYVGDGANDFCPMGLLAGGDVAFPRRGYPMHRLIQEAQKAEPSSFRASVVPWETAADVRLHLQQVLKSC
GPR7 antag: GPR7 receptor antagonists, primary screen, cell-based, fluorescence, single concentration. inhibition, % at 4.4 µM. GPR7-expressing cells, fluorescence antagonist assay. 1.1% of 290,000 active. Neuropeptides B/W receptor type 1 (Homo sapiens), P48145; in the data active = inhibition above about 16%, passing the limit was not always enough;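 note: cells stimulated with the agonist NPW; 0% = agonist with vehicle and 100% = vehicle without agonist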
Target sequence (P48145 whole entry, looked up): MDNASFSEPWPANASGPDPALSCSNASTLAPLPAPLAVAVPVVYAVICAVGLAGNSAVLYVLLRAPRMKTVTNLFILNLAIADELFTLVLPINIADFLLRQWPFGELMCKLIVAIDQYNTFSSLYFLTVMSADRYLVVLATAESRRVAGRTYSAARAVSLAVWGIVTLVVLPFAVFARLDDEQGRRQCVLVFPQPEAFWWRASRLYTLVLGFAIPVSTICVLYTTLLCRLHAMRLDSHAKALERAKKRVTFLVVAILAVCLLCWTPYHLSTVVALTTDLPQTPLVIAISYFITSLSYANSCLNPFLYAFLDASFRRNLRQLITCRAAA
An asterisk follows results filed as active; . = no result given; [ ] = dose if it differs, or a comment. Compounds as they come, and some 5.4% of all compounds hit somewhere here.

1. COc1ccccc1NC(=O)C(C)N1CCN(C/C=C/c2ccccc2)CC1 (configuration not stated)
2. O=S(=O)(Nc1ccc(N2CCOCC2)cc1)c1ccc(Cl)s1
3. Cc1c(C(=O)Cc2ccccc2)n(C)c2ccccc12
4. O=C(O)CC(NC(=O)Cc1ccccc1)c1cc([N+](=O)[O-])ccc1Cl (configuration not stated)
5. NC(=O)[C@@H]1CCCN1Cc1c(C(=O)N2CCN(C3CCCCC3)CC2)nc2ccccn12
6. O=C(CN1CCN(c2ccc(F)cc2)CC1)Nc1ccccc1Br
7. COc1ccc(N=c2scc(-c3ccc(S(=O)(=O)N4CCOCC4)cc3)n2CCCO)cc1
8. Cc1ccc(-c2nnc(OCc3cccnc3)c3ccccc23)cc1

screen / no.	1	2	3	4	5	6	7	8
GalR3 antag	-2	-5	3	-3	2	-6	.	0
NALP1 inh	7	-5	22	21	10	10	-57	1
MEKK3 PB1 HTS	102	93	105	103	106	102	2.0*[inhibitor]	97
V1aR counter	0.1	3.6	-1.1	4.0	-0.8	-1.1	.	-1.7
MEKK2mut PB1 HTS	11	0	-3	4	10	4	-36	0
MEKK2wt PB1 HTS	110	100	97	103	111	100	3.0*[inhibitor]	94
OXTR agonist	-0.4	2.9	-2.0	0.2	0.3	-1.4	.	-2.4
PHOSPHO1 inh	-6	-9	28	-1	-1	18	-10	34
GPR7 antag	-3	5	-9	-13	-8	2	1	6

9. COc1ccc2c(c1)Cc1sc(NC(=O)c3cccs3)nc1-2
10. Cc1ccc(S(=O)(=O)c2nnn3c2nc(N2CCCCC2)c2ccccc23)cc1
11. NC(=O)c1ccc(-n2nnnc2SCC(=O)Nc2ccccc2-c2ccccc2)cc1
12. CCC(C)NC(=O)CN1C(=O)COc2ccc(S(=O)(=O)N3CCOCC3)cc21 (configuration not stated)
13. Cc1nn(C(C)C(=O)NCCN2CCCCCC2)c(=O)c2nn(-c3ccccc3)c(C)c12 (configuration not stated)
14. COc1cc(/C=C/C(=O)N2CC(C)OC(C)C2)cc(OC)c1OC (configuration not stated)
15. COc1ccc(N(CC(=O)Nc2cccc(OC)c2)S(=O)(=O)c2c(C)nn(C)c2C)cc1
16. O=C(CN1C(=O)NC2(CCCC2)C1=O)N1CCN(S(=O)(=O)c2ccccc2Br)CC1

screen / no.	9	10	11	12	13	14	15	16
GalR3 antag	-5	-2	0	-5	-3	-10	0	3
NALP1 inh	31	0	31	25	13	8	-8	7
MEKK3 PB1 HTS	101	101	97	102	102	100	99	96
V1aR counter	-1.1	-1.0	4.5	0.4	-0.2	-0.1	1.2	0.7
MEKK2mut PB1 HTS	-1	-1	4	0	3	-1	2	2
MEKK2wt PB1 HTS	104	101	100	103	112	101	97	106
OXTR agonist	-1.8	-1.4	2.4	0.9	0.6	0.4	1.2	0.8
PHOSPHO1 inh	32	-11	-26	40	-20	24	58	.
GPR7 antag	-7	-7	1	-12	1	9	-7	-8

17. Cc1cc(C)c(S(=O)(=O)c2cccc(Br)c2C)c(=O)[nH]1
18. CC(C)CCOC(=O)C1C2C=CC3(CN(Cc4cccs4)C(=O)C13)O2 (configuration not stated)
19. Cc1nc(-c2ccccn2)nc(N(C)c2ccccc2)c1Cl
20. Cc1cc(-c2ccccc2)nc2[nH]n(-c3ccccc3)c(=O)c12
21. CCC(Cc1ccccc1)NS(=O)(=O)c1c(C)nc2scc(C)n2c1=O (configuration not stated)
22. COC(C/C=C\[C@@H](O)[C@@H](C)OCc1ccccc1)OC
23. CCOC(=O)Cn1c(=O)c2c(nc3n2CCN3Cc2ccccc2)n(C)c1=O
24. Cc1cc(C)n(-c2ccc(C(=O)Nc3cccnc3)cc2)n1

screen / no.	17	18	19	20	21	22	23	24
GalR3 antag	-11	-1	-10	-4	-8	-6	-1	-2
NALP1 inh	1	22	1	12	9	.	19	-10
MEKK3 PB1 HTS	109	96	99	105	103	98	101	95
V1aR counter	2.5	-0.5	0.2	-1.1	-0.2	-0.2	1.3	0.3
MEKK2mut PB1 HTS	13	-1	2	2	0	-1	3	-11
MEKK2wt PB1 HTS	110	94	99	102	107	99	100	96
OXTR agonist	0.7	-0.6	-0.5	-1.8	-0.8	-0.5	0.8	0.6
PHOSPHO1 inh	26	6	35	17	-10	.	16	28
GPR7 antag	-7	-8	-20	5	-3	.	4	-3

25. CC1=CCC(C(=O)O)(C(=O)N/N=C/c2cccnc2)C(c2ccccc2)C1 (configuration not stated)
26. Cc1ccc2c(c1)C(c1ccccc1)N(C(=O)c1ccc(Br)o1)CC(=O)N2 (configuration not stated)
27. CCOCc1nnc(NC(=O)CCc2ccccc2)s1
28. COc1cc(/C=N/NC(=O)c2ccc(CN(C)S(=O)(=O)c3ccc(C)cc3)cc2)ccc1O
29. Cc1ccc(S(=O)(=O)N2CCN(CC(=O)Nc3ccc([N+](=O)[O-])cc3)CC2)cc1C
30. NC(=O)c1ccc(-n2nnnc2SCc2ccccc2)cc1
31. COc1ccc(CNC(=O)C2CCN(c3cc(C(=O)Nc4cccc(OC)c4)ccn3)CC2)cc1
32. O=C(CSCc1c(Cl)cccc1Cl)NN1C(=O)c2ccccc2C1=O

screen / no.	25	26	27	28	29	30	31	32
GalR3 antag	-3	.	2	-5	0	-3	-4	-4
NALP1 inh	-17	-17	-1	-6	31	-5	12	-11
MEKK3 PB1 HTS	101	.	101	102	100	108	99	105
V1aR counter	0.3	-1.2	-0.4	2.2	1.4	2.1	3.4	0.7
MEKK2mut PB1 HTS	-7	.	7	-8	-1	5	1	3
MEKK2wt PB1 HTS	88	.	103	91	104	109	102	103
OXTR agonist	0.1	-1.6	-0.7	1.6	2.0	3.0	1.1	1.1
PHOSPHO1 inh	32	2	-5	0	-15	-37	16	14
GPR7 antag	-6	-14	4	9	5	-3	-9	-9

Two compounds drawn at random from those above:
28. COc1cc(/C=N/NC(=O)c2ccc(CN(C)S(=O)(=O)c3ccc(C)cc3)cc2)ccc1O
25. CC1=CCC(C(=O)O)(C(=O)N/N=C/c2cccnc2)C(c2ccccc2)C1 (configuration not stated)

screen / no.	28	25
GalR3 antag	-5	-3
NALP1 inh	-6	-17
MEKK3 PB1 HTS	102	101
V1aR counter	2.2	0.3
MEKK2mut PB1 HTS	-8	-7
MEKK2wt PB1 HTS	91	88
OXTR agonist	1.6	0.1
PHOSPHO1 inh	0	32
GPR7 antag	9	-6

Next part:
33. O=C(O)c1nnn(-c2cc(C(F)(F)F)cc(C(F)(F)F)c2)c1-c1ccccc1
34. COc1cc(NC(=O)CSCc2cnn(-c3ccccc3)c2-n2cccc2)cc(OC)c1
35. CC(C)C(NC(=O)c1ccccc1)C(=O)NCCc1ccccc1 (configuration not stated)
36. Cc1ccc(NC(=O)CSc2nnc(-c3cccs3)o2)cc1S(=O)(=O)N(C)C
37. CCSCC1COC(c2cccn2Cc2ccc(C)cc2)=N1 (configuration not stated)
38. COc1ccc(OCCSc2nnc(CCNC(=O)c3ccc(OC)cc3)n2C)cc1
39. CCCn1c(N)c(C(=S)NC(=O)C2CC2)c(=O)n(C)c1=O
40. O=C(Cc1ccc(Cl)cc1)NCC(=O)N1CCCC1

screen / no.	33	34	35	36	37	38	39	40
GalR3 antag	1	-2	-3	.	-1	-8	.	-3
NALP1 inh	11	-21	7	1	12	-2	24	2
MEKK3 PB1 HTS	99	89	92	95	106	100	110	96
V1aR counter	-1.1	1.8	-0.6	0.7	0.1	0.5	.	3.4
MEKK2mut PB1 HTS	4	-10	-7	-8	5	4	2	1
MEKK2wt PB1 HTS	100	93	93	94	104	103	103	97
OXTR agonist	-1.6	0.4	-0.4	-0.7	-1.5	-0.8	.	-0.8
PHOSPHO1 inh	29	-26	32	34	-16	16	-42	-17
GPR7 antag	-13	-19	3	-8	-7	-4	-4	-11

41. OC(CCN1CCOCC1)c1ccccc1 (configuration not stated)
42. Cc1cccc(N(CC(O)CN2CCOCC2)S(=O)(=O)c2ccccc2)c1 (configuration not stated)
43. O=c1[nH]cc(NCCc2ccccc2)c(=O)[nH]1
44. CCOC(=O)Cc1c(C)nc2c(-c3ccccc3)c(C)[nH]n2c1=O
45. O=C1CC(N2CCN(c3ccc(S(=O)(=O)N4CCCC4)cc3)CC2)C(=O)N1c1ccc(F)cc1 (configuration not stated)
46. CCOc1ccccc1NC(=O)c1ccc2nccnc2c1
47. COc1cc(/C=C/C(=O)O)cc(Br)c1O
48. COc1ccc(C(NC(=O)/C=C\c2ccco2)c2ccc(OC)c(OC)c2)cc1 (configuration not stated)
49. c1ccc(-c2nc(-c3ccncc3)n[nH]2)nc1
50. CC1(C)CC(=O)C2=C(C1)Nc1ccccc1N(C(=O)C1CC1)C2c1ccco1 (configuration not stated)
51. CN1CCC(=NNC(=O)CSCc2ccccc2)CC1

screen / no.	41	42	43	44	45	46	47	48	49	50	51
GalR3 antag	-7	-8	1	-6	5	-11	-6	-4	2	-1	-9
NALP1 inh	-4	10	-2	14	17	4	.	-9	-7	-13	14
MEKK3 PB1 HTS	105	99	104	101	98	102	99	100	102	97	101
V1aR counter	0.9	-0.2	0.7	-0.5	3.8	-0.6	0.4	0.7	-1.8	0.0	-0.8
MEKK2mut PB1 HTS	4	0	1	0	-8	6	2	-6	0	-3	3
MEKK2wt PB1 HTS	100	100	98	99	102	99	103	97	102	98	105
OXTR agonist	-0.2	0.2	-0.8	-0.7	0.9	-0.4	0.3	1.2	0.3	-1.4	-1.1
PHOSPHO1 inh	36	4	20	42	-16	-2	40	21	24	1	2
GPR7 antag	-7	-5	-9	14	-1	-6	-5	-2	-3	-6	-6

Some values from the entries so far:
Result of NC(=O)c1ccc(-n2nnnc2SCC(=O)Nc2ccccc2-c2ccccc2)cc1 in OXTR agonist: 2.4
Result of COc1ccc(CNC(=O)C2CCN(c3cc(C(=O)Nc4cccc(OC)c4)ccn3)CC2)cc1 in NALP1 inh: 12
Result of Cc1ccc(-c2nnc(OCc3cccnc3)c3ccccc23)cc1 in MEKK2mut PB1 HTS: 0
Result of OC(CCN1CCOCC1)c1ccccc1 (configuration not stated) in MEKK2mut PB1 HTS: 4

Assay outcomes: PubChem BioAssay, several laboratories
